# Compound activity (PubChem)
# PAFAH1B2 FP inh = PAFAH1B2 (human) inhibition; hit rate 1.2% among 340,000; P68402; inhibition, % at 3.39 µM; recombinant PAFAH1B2, FP-rhodamine activity probe, fluorescence polarization; AID 492953;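 active means inhibition above the mean of all tested compounds plus 3 SD, cut at about 24% in these data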;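 further: 0% = enzyme with DMSO and 100% = wells lacking PAFAH1B2; many of its hits are not listed in these tables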
# Target sequence (P68402 whole entry, looked up): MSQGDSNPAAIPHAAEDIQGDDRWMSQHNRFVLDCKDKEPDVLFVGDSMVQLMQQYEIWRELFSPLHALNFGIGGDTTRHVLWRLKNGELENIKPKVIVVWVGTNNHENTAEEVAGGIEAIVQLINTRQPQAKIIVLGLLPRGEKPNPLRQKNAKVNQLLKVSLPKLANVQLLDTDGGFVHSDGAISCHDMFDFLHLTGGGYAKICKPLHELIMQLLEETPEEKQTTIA
# MEX-5 binding = C. elegans MEX-5 TCR-2 RNA binding activity; activity score (negative = inhibition of binding), % at 10 µM; hit rate 0.38% among 300,000; MEX-5/FITC-TCR2 RNA binding, fluorescence polarization; hits give low values; AID 1832; Q9XUB2;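 active means inhibition past about -25% in most replicates, and total fluorescence under double the plate's negative control median, limit read from the data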;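 further: 0% = DMSO and -100% = 5 µM competing unlabeled TCR2 RNA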
# Target sequence (Q9XUB2 whole entry, looked up): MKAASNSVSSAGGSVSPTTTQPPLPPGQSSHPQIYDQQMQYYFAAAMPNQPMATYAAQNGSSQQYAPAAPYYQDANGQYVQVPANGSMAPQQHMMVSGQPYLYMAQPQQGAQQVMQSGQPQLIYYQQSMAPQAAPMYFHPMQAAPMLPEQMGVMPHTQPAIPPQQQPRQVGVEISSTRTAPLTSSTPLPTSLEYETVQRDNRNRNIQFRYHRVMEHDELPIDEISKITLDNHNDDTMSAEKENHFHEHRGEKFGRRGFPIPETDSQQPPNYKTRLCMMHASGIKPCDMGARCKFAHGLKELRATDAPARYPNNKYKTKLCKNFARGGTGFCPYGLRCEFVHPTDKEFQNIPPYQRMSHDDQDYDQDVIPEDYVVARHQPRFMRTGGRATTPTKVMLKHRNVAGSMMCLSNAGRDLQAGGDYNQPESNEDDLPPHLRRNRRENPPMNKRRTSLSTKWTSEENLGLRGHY
# Numbers without * were called inactive. These rows are one share of the data; count on the stated rates, not on these rows.
SMILES,PAFAH1B2 FP inh,MEX-5 binding
Cc1cc(OCC(=O)N2CCc3ccccc3C2)c(C)cc1Br,8,-1.3
C=CCn1cccc(C(=O)Nc2ccc(C)c(Cl)c2)c1=O,1,0.3
CN(Cc1cccc(F)c1)C(=O)C(c1ccccc1)c1ccccc1,6,2.5
Cc1cccn2c(=O)c(/C=C(\C#N)C(N)=O)c(N3CCN(c4ccccc4)CC3)nc12,0,-3.1
CN(Cc1ccon1)C(=O)C1CCN(C2CCN(CCCc3ccccc3)CC2)CC1,1,-13
CCOc1ccc(S(=O)(=O)N/N=C(\C)c2ccc3c(c2)OCO3)cc1,5,1.8
O=C(Nc1sc2c(c1C(=O)O)CCCC2)c1ccc(F)cc1,8,-0.8
Cc1ccc(-c2nc(C=Nc3ccc(O)cc3)c(O)o2)cc1,5,-37*
COc1ccc(CN(CC(=O)NCC2CCCO2)C(=O)CCC(=O)Nc2cc(C)ccn2)cc1 (centres undefined),5,2.0
CCCCn1c(=O)[nH]c(=O)c2c1nc(CN(C)Cc1cccc(OC)c1OC)n2CCC,0,0.4

# Next section (4 carried over from the part before).
SMILES,PAFAH1B2 FP inh,MEX-5 binding
O=C(Nc1sc2c(c1C(=O)O)CCCC2)c1ccc(F)cc1,8,-0.8
Cc1ccc(-c2nc(C=Nc3ccc(O)cc3)c(O)o2)cc1,5,-37*
COc1ccc(CN(CC(=O)NCC2CCCO2)C(=O)CCC(=O)Nc2cc(C)ccn2)cc1 (centres undefined),5,2.0
CCCCn1c(=O)[nH]c(=O)c2c1nc(CN(C)Cc1cccc(OC)c1OC)n2CCC,0,0.4
CCOC(=O)c1ccc(NC(=O)C2C3CCCCC32)cc1 (centres undefined),3,1.0
Cc1cc(Nc2ccc(Cl)cc2)n2ncnc2n1,1,3.0
Cc1cc(Cl)ccc1OC(C)C(=O)NNC(=O)C1CCCCC1C(=O)O (centres undefined),0,2.0
O=C(O)C(Cc1ccccc1)N=Cc1c(O)c2ccccc2oc1=O (centres undefined),3,-0.4
Cn1c(-c2c(N)n(CCCc3ccccc3)c3nc4ccccc4nc23)nc2ccccc21,0,1.0
CN1c2ccccc2C(C)(C)C12C=Nc1c(cc(N3CCOCC3)c3ccccc13)O2 (centres undefined),6,-0.6
COc1ccc(C(=O)Nc2ccc(CN3CCOCC3)cc2)cc1Br,3,1.4
COc1ccc(OC)c(NC(=O)c2cc(-c3cc(C)ccc3O)n[nH]2)c1,0,1.1
O=C(O)CCCn1c(=O)c2cccn2c2ccc(F)cc21,4,-2.6
COc1ccc(CC(=O)NCc2ccccc2)cc1OC,0,-0.9
O=C(COc1ccc(S(=O)(=O)NCc2ccccc2)cc1)NCc1cccnc1,-4,-2.1
Cc1ccc(NC2CCCN(C(=O)CSc3ccncc3)C2)cc1C (centres undefined),5,1.5
CCc1ccc(S(=O)(=O)NCc2csc(C)n2)cc1,4,-0.7
O=C(c1ccc(OC2CCN(CCc3ccccc3)CC2)cc1)N1CCC[C@H]1CO,-2,-0.5
CN(c1ccccc1)c1nc(N)c([N+](=O)[O-])c(NC2CCCCC2)n1,10,-1.0
C=C(C)COc1ccc(C2NC(=O)c3ccccc3O2)cc1OCC (centres undefined),1,-0.8
Cn1c(=O)oc2cc(S(=O)(=O)Nc3ccc(O)cc3)ccc21,2,2.7
COc1ccc(C2C=C(c3ccc(C)cc3)Nc3ncnn32)cc1 (centres undefined),1,-5.7
CC(=O)C12CCCCC1CC1[C@@H]3CC(C)C4=CC(=O)CC[C@]4(C)C3CC[C@@]12C (some centres undefined),4,-1.4
C=CC[n+]1c(-c2ccc(C)cc2)csc1Nc1ccc(NC(C)=O)cc1,2,0.1
S=c1[nH]nc(COc2ccccc2)n1/N=C/c1ccc(Cl)cc1,16,-1.9
Nc1nonc1-n1nnc(C(=O)N/N=C/c2ccccn2)c1-c1ccccc1,2,0.6
COc1ccccc1N1CCN(C2CC(=O)N(c3cccc(Br)c3)C2=O)CC1 (centres undefined),3,-1.0
CN1c2ccc([N+](=O)[O-])cc2N(C)C1(C)c1ccccc1 (centres undefined),4,0.0
Cc1ccc2oc(C(=O)NCCC3CCCCO3)c(C)c2c1 (centres undefined),-1,3.5
CCCC(=O)NCn1nnc(-c2ccc(Cl)cc2)n1,0,-1.9
CC(=O)Nc1ccc(-c2csc(NC(=O)Nc3ccccc3)n2)cc1,-1,-0.7
Cn1c(NN)nc2c1c(=O)n(Cc1ccccc1)c(=O)n2C,1,-5.9
COc1ccc(CCCC(=O)NCCc2ccccc2)cc1,9,0.2
CC1C(=O)OC(c2ccc(Cl)cc2)C(C)(C)C1=O (centres undefined),3,-2.1
O=C(N/N=C/c1c[nH]c2ccccc12)c1[nH]c2ccc(Br)cc2c1-c1ccccc1,-4,0.4
COc1cc(OC)c(C2Nc3cccc4cccc(c34)N2)c(OC)c1,2,-2.3
Nc1nc(-c2cccnc2)nn1C(=O)c1ccc(Cl)cc1,7,-1.5
CCOC(=O)c1sc2nc(C)[nH]c(=S)c2c1C,4,-19
O=C(N1CCOCC1)N1CCN(c2nc(-c3ccccc3)cs2)CC1,1,0.5
CCCN1CCC2(CC1)NC(C(=O)O)Cc1c2[nH]c2ccccc12 (centres undefined),1,-1.3
O=C(CN1CCCCC1)Nc1nc(-c2ccc(Cl)cc2)cs1,2,1.1
COCCC(=O)N1CCC(Oc2ccc(C(=O)N3CCCC(COC)C3)cc2)CC1 (centres undefined),3,2.1
CCn1nc(C)c(CNC(=O)c2ccc(OC3CCN(Cc4ccccn4)CC3)cc2)c1C,0,-4.2
COc1ccccc1CNc1ncc(-c2ccccc2)n1C,2,-0.5

# Looked up above.
# COc1cc(OC)c(C2Nc3cccc4cccc(c34)N2)c(OC)c1 in MEX-5 binding reads -2.3
# O=C(N/N=C/c1c[nH]c2ccccc12)c1[nH]c2ccc(Br)cc2c1-c1ccccc1 in MEX-5 binding reads 0.4
# CCCN1CCC2(CC1)NC(C(=O)O)Cc1c2[nH]c2ccccc12 (centres undefined) in MEX-5 binding reads -1.3

# Other entries:
SMILES,PAFAH1B2 FP inh,MEX-5 binding
C[N+](C)(C)CCNC(=O)c1cc[n+](Cc2ccccc2)c(/C=N/O)c1,5,-1.6
CCOC(=O)c1c(C)[nH]c2c1-c1ccccc1C(=O)C2=O,46*,0.6
COc1ccccc1CC(=O)Nc1cc(C)ccn1,0,3.2
CCc1nc2oc3ccccc3c(=O)c2cc1C(=O)OC,5,1.5
O=C(c1cccc(Cl)c1)N1CCN(Cc2ccccc2)CC1,1,0.7
Cc1cccc(-n2c(N)cc(=O)nc2SCC(=O)Nc2nnc(C)s2)c1,0,0.9
COC(=O)Cn1c2ccc(C)cc2c2nc3ccccc3nc21,5,-0.1
COCCCNC(=S)N1CCN(C(c2ccccc2)c2ccccc2)CC1,5,-0.1
C[n+]1ccccc1/C=C/c1ccc2ncccc2c1,-5,-4.5
Cc1cccc(N(CC(=O)NCc2ccco2)C(=O)CCC(=O)Nc2ccccn2)c1,0,2.3
CCN(CC)c1ccc(/C=N/Nc2nc3ccccc3[nH]2)cc1,8,2.6
Cc1cc(C)n(CC(C)NC(=O)c2cc(COc3ccc(F)c(F)c3)on2)n1 (centres undefined),11,-0.6
CC(C)CC(c1nnnn1CC1CCCO1)N1CCN(C2CCCC2)CC1 (centres undefined),4,-4.8
Fc1ccc(CN2CCC(Cc3ccccc3)CC2)cc1F,-1,-0.2
c1ccc(CNc2nc(-c3cccnc3)nc3ccccc23)cc1,0,-2.1
Cc1ccc(C2N(C)C(=O)c3ccccc3N2C)cc1 (centres undefined),5,-1.9
CCOC(=O)N1CCN(C(=O)/C=C/c2c(C)nn(-c3ccc(F)cc3)c2Cl)CC1,5,1.6
O=C(O)c1ccc(-c2nc(-c3ccc(Cl)cc3)cs2)cc1,7,1.1
COc1ccc(O)c(CN2CCCC(C(=O)Nc3cccc(-n4cccn4)c3)C2)c1 (centres undefined),2,-1.5
CCC(=O)N1CCN(c2ccc(NC(=O)c3ccco3)cc2Cl)CC1,5,-2.5
O=C(Nc1cccc2ccccc12)c1cccc(F)c1,3,-0.7
CC1(C(=O)O)CCC(C(=O)Nc2ccc(Cl)c(Cl)c2)C1(C)C (centres undefined),1,-0.6
COc1cccc(C(=O)CN2CCC(NC(=O)NC3CCCCC3)CC2)c1,2,3.1
COCCCn1cnc2c(c1=O)c1nc3ccccc3nc1n2CCc1ccccc1,-3,-1.2
COc1ccc(/C=N/NC(=O)c2cc(O)c(O)c(O)c2)cc1Cn1cc([N+](=O)[O-])cn1,7,-13
C/C(=N/NC(=O)c1ccc(Cn2cccn2)o1)c1cccc(NC(=O)c2ccncc2)c1,4,2.7
CCN(c1ccc(NC(=O)COC(=O)CCc2cc(OC)c(OC)c(OC)c2)cc1)C(C)C,1,0.3
CSc1nc(=S)c2[nH]c(=S)[nH]c2[nH]1,13,-99*
NC(=O)NC(Cc1ccccc1)c1ccccc1 (centres undefined),1,0.6
Cc1ccc(C(=O)CC(C(=O)O)n2cncn2)cc1 (centres undefined),2,1.7
COC(=O)c1cc(OC)c(OC)cc1NC(=S)N1CCOCC1,-4,0.1
O=C(CCN1CCN(c2ccccc2)CC1)N/N=C/c1ccc(O)c(O)c1O,1,-0.2
COc1cc(CN2CCCCCC2)cc(Br)c1O,4,-2.5
Cc1noc(C(=O)Nc2ccc(C#N)cc2)c1Cl,5,1.9
Cc1ccc2nc(-c3ccccc3NC(=O)CCC(=O)O)c(=O)[nH]c2c1,1,-0.4
CC1CCN(C(=S)NC(=O)c2ccc(C(C)(C)C)cc2)CC1,6,0.1
CCc1ccccc1NS(=O)(=O)c1cc2c3c(c1)CCN3C(=O)CC2,6,-1.5
COc1ccccc1OCc1nnc(SCC(=O)N2CCCCC2)o1,0,-1.4
CSc1ccccc1OCc1cc(C(=O)N(C)C(C)c2ccccn2)no1 (centres undefined),2,1.2
Cc1ccc(CNC(=S)NC2CCCCC2)cc1,6,3.8

# Overlap with the part before: 3 compounds, then new ones.
SMILES,PAFAH1B2 FP inh,MEX-5 binding
COc1ccccc1OCc1nnc(SCC(=O)N2CCCCC2)o1,0,-1.4
CSc1ccccc1OCc1cc(C(=O)N(C)C(C)c2ccccn2)no1 (centres undefined),2,1.2
Cc1ccc(CNC(=S)NC2CCCCC2)cc1,6,3.8
COCc1cc(=O)[nH]c(N2CCN(c3ccccc3OC)CC2)n1,-2,1.4
CCOc1ccc2nc(NC(=O)CSc3nc(-c4ccccc4)c(C#N)c(=O)[nH]3)sc2c1,82*,1.3
Cc1cccc(-c2cccc(NC(=O)C3CCCN(Cc4cccnc4)C3)c2)c1 (centres undefined),0,2.7
O=C(NCc1cccnc1)C1COc2ccccc2O1 (centres undefined),3,1.9
O=C(O)C(c1ccccc1)N1C(=O)/C(=C\c2ccc(-c3ccc(Br)cc3)o2)SC1=S (centres undefined),5,-0.2
CN1CCN(CCCNC(=O)c2ccc(/C=C3\Sc4ccccc4N(Cc4ccccc4F)C3=O)cc2)CC1,-2,1.5
CC(C)n1cc(CN2CCC(Oc3ccc(C(=O)N4CCCCC4)cc3)CC2)cn1,4,-1.3
COc1ccc(/C=N/N2CCN(Cc3ccccc3)CC2)cc1,3,0.2
CC(=O)c1cccc(NC(=O)CCC(=O)c2ccc(F)cc2)c1,0,4.0
C=CCN1C(=S)CC(c2ccccc2)=Nc2ccccc21,-4,0.3
Cc1ccccc1Nc1sc(C(=O)Nc2cccc(Cl)c2)c(N)c1C(N)=O,-1,2.2
O=C(CCN1C(=O)c2ccccc2C1=O)N(CCO)Cc1ccccc1,4,0.8
Cc1nc2ccc(C(=O)Nc3ccccc3Cl)cc2s1,4,1.4
O=C(NCC1CCCO1)C(=O)N/N=C\c1ccc2c(c1)OCO2 (centres undefined),-2,3.0
CCCN1CCC(=O)N([C@H](CSc2ccc(C)cc2)CC(C)C)CC1,4,0.6
CC(=O)N/C(=C\c1ccccc1)C(=O)OCc1cccc(S(=O)(=O)N(C)C)c1,4,1.3
O=c1[nH]c(/C=C\c2cccc(C(F)(F)F)c2)nc(O)c1[N+](=O)[O-],27*,-1.1
Cc1ccc(NC(=O)Nc2nnc(Cc3ccc(F)cc3)s2)cc1,2,2.2
CC(=O)C1=C(S(=O)(=O)c2ccc(C)cc2)CS(=O)(=O)C1,8,0.6
Cc1nc(CSc2nsc(/C=C/N(C)C)c2C#N)cs1,0,1.6
Nc1nc(-c2cccnc2)nn1C(=O)c1ccc(F)cc1,2,0.9
O=C(Nc1ccc2c(c1)OCO2)c1cc2nc(C3CC3)cc(C(F)(F)F)n2n1,5,1.1
CC(C)c1ccc(NC(=O)C2CC2c2ccccc2)cc1 (centres undefined),2,2.3
COc1cc(/C=N/Nc2ncnc3sc4c(c23)CCC4)ccc1O,5,-4.6
COCCNc1nc(N)c([N+](=O)[O-])c(N2CCCCCC2)n1,1,2.6
CN1CCN(C(=O)/C=C/c2ccc([N+](=O)[O-])o2)CC1,11,-6.8
COc1ccc(CNC(=O)c2ccc3oc(C(C)C)nc3c2)cc1,7,1.5
O=C(CN1CCC(NC(=O)c2cccc(F)c2)CC1)Nc1ccc(Br)cc1,-5,3.5
COC(=O)C1C/C(=N/NS(=O)(=O)c2ccc(C)cc2)CS1 (centres undefined),0,-1.8
CCOC(=O)c1c(C)[nH]c(C(=O)OCCOc2ccccc2C)c1C,0,-2.4
O=c1c2ccccc2nc(/C=C/c2cccnc2)n1Cc1ccccc1,2,-3.4
O=c1nc(-c2ccccc2)c(-c2ccccc2)n[nH]1,17,0.1
CC1Cc2cc(/C(O)=C3/C(=O)C(=O)N(CCCN(C)C)C3c3ccncc3)ccc2O1 (centres undefined),4,-3.2
Oc1c(Br)cc(/C=N/n2c(-c3ccccc3)n[nH]c2=S)cc1Br,-2,1.7
COCc1cc(CNC(=O)C2CCC(=O)N(Cc3cccc(OC)c3)C2)[nH]n1 (centres undefined),3,0.4
